# High-throughput results: PubChem, several laboratories
# hERG rescue: shields human hERG channel from block by proarrhythmic agents. Q12809. CHO-hERG, FluxOR thallium flux, dofetilide IC70 present. activation (rescue from dofetilide block), less the hit threshold, % at 10 µM. 310,000 compounds, 0.51% hits. AID 1511;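 active means activation above the mean of controls blocked by dofetilide plus 5 SD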;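 further: thallium influx through hERG after potassium depolarization seen as dye fluorescence rise; in these data hits start at about 4.7%; inactives centre near -7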
# DYRK1A inh: blocks rat Dyrk1A kinase activity; Q63470; ADP-Glo luminescence, NFATc1 peptide; inhibition, % at 12.5 µM; 310,000 compounds, 0.43% hits; in the data active means inhibition above about 50%;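 further: plate controls were vehicle with enzyme for no effect and no enzyme for full effect; many of its hits are not listed in these tables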
# KCNK9 inh: inhibitors of human KCNK9 two-pore domain potassium channel; AID 488922; 310,000 compounds, 1.2% hits; HEK293 KCNK9, FluxOR thallium flux fluorescence; active compounds read low; B-score at 10 µM; Q9NPC2;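 active means ratio B-score over 3 SD below the library mean, with starting fluorescence within 5 SD of its mean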;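 further: negative B-score means less thallium flux so channel inhibition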
# PolyA inh: inhibitors of polyadenylation in S. cerevisiae; 300,000 compounds, 0.02% hits; S. cerevisiae SKY197-pL101 polyadenylation reporter, beta-gal luminescence; efflux-impaired pdr1/pdr3 knockout yeast; score 100 = 6 SD above DMSO; calls only at 12 µM;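 active means lowest replicate activity score at least 50, where 100 means six control SD above control mean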;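 further: yeast exposed to compound for 9 h at 30 °C; higher score means more reporter readthrough which indicates perturbed polyadenylation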
# RGS4 pot: RGS4 potentiation or activation; 310,000 compounds, 0.92% hits; HEK293 M3R/inducible RGS4, carbachol calcium flux Fluo4; active compounds read low; B-score at 10 µM;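 active means B-score of the integrated calcium signal more than 4 SD below the library mean, with starting fluorescence not abnormally high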;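 further: negative B-score means reduced calcium response which marks RGS4 activation or potentiation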
#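 test system = M3R-expressing HEK293 line, RGS4 induced by doxycycline | probe or stimulus = carbachol at ECmax as muscarinic agonist stimulus | timing = dye loading 30 min 37 °C, buffer rest 30 min RT | signal = calcium dye Fluo4 fluorescence | evaluation = B score from integrated fluorescence ratio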
# KCNQ1 block: blocks the human KCNQ1 potassium channel | CHO-K1 KCNQ1, FluxOR thallium flux fluorescence; active compounds read high | B-score at 10 µM | AID 2642 | P51787 | 310,000 compounds, 1.3% hits;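 active means compounds whose thallium flux B-score, printed positive for inhibition, exceeds three library SD while starting fluorescence stays within three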;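 further: channel opened by potassium depolarization with thallium stimulus after 20 min compound exposure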
# GSK3 alpha inh: inhibitors of human GSK-3 alpha kinase. P49840. inhibition, % at 10 µM. AID 2650. 320,000 compounds, 0.1% hits. ADP-Glo luminescence, 60 min;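 in the data active means inhibition above about 50%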;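 further: GST-tagged GSK-3 alpha with peptide substrate and 25 µM ATP; 0% = DMSO neutral wells and 100% = GW8510 positive control wells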
# KCNK3 inh: human KCNK3 channel inhibition, primary screen; AID 602410; B-score at 10 µM; O14649; 340,000 compounds, 0.84% hits; CHO-KCNK3 thallium flux, FluxOR fluorescence; active compounds read low;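 active means B-score under library mean minus 4 SD, starting fluorescence ratio at most library mean plus 5 SD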;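 further: more negative B-score means stronger inhibition of thallium flux through KCNK3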
# Target sequence (O14649 whole entry, looked up): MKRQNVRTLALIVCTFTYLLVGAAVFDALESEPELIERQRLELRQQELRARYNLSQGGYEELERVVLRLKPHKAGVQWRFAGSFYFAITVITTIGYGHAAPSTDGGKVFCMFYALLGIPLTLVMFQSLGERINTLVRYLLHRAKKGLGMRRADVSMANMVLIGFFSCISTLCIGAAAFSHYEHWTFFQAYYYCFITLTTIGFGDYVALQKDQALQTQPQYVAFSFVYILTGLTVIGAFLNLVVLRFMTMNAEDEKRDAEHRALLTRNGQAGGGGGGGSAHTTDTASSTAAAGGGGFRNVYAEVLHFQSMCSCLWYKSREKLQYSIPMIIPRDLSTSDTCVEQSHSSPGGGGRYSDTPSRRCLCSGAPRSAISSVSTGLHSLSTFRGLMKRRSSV
# KCNQ1 pot: human KCNQ1 channel potentiation or activation | CHO-K1 KCNQ1, thallium flux FluxOR fluorescence; active compounds read high | 310,000 compounds, 0.35% hits | P51787 | B-score at 10 µM;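 active means fluorescence ratio B-score, a plate-corrected score, at least three library SD, with initial intensity B-score within 5 SD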
#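 Assay system: CHO-K1 cells stably expressing KCNQ1. Medium: assay buffer for compound exposure, DMSO matched across wells. Timing: 37 °C overnight plating, 90-min dark dye load, 20-min compound pretreatment. Signal: kinetic FluxOR fluorescence, 10 s baseline plus 110 s post-stimulus.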
# GSK3beta inhib: inhibitors of human GSK3beta kinase; P49841; GST-GSK3beta kinase, ADP-Glo luminescence, 60 min; active compounds read low; activity score (negative = inhibition), % at 10 µM; 300,000 compounds, 0.038% hits;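 active means more than half of replicate wells score below -50%, meaning over 50% inhibition versus plate controls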;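 further: 0% = median DMSO wells and -100% = median GW8510 positive control wells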
# Target sequence (P49841 whole entry, looked up): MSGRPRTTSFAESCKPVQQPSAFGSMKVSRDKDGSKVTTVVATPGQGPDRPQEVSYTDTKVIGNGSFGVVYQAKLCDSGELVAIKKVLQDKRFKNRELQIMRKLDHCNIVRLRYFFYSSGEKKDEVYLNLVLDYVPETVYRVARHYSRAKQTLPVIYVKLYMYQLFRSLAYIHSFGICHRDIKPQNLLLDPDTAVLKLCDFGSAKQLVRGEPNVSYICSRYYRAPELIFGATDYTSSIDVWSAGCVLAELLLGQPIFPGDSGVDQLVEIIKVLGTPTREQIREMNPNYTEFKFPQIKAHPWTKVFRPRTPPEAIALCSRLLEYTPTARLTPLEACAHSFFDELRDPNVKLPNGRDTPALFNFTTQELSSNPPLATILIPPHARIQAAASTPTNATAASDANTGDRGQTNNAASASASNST
#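 Test system – GST-tagged human GSK3beta kinase, cell-free · Incubation – 60 min enzyme reaction, room temperature · Signal – ADP-Glo luminescence · Also added – peptide substrate and ATP at 25 µM · Controls – DMSO neutral wells and GW8510 at 20 µM as positive · Buffer or medium – Tris/MgCl2 kinase buffer · Measure – Luminescence-derived activity versus plate DMSO and GW8510 wells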
# RGS4 block: inhibitors of human RGS4; HEK293 M3R/RGS4 inducible, Fluo-4 calcium flux; active compounds read high; triggered by carbachol at its EC20; 310,000 compounds, 0.45% hits; P49798; AID 463165; B-score at 10 µM;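 active means B-score, a plate-corrected calcium signal, over three deviations above library mean, with baseline fluorescence within five deviations of library mean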;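 further: RGS4 expression induced by doxycycline in cells with stable M3 receptor; B-score is computed from the integrated fluorescence ratio over baseline after carbachol; higher B-score means a larger calcium signal and so more RGS4 inhibition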
# Target sequence (P49798 whole entry, looked up): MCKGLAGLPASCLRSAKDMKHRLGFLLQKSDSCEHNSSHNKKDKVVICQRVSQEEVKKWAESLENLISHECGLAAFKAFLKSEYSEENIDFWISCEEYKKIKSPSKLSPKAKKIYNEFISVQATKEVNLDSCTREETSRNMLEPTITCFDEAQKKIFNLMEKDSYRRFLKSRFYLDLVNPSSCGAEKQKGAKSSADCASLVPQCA
# * hit, by the source's call; i = inactive; . = not tested or not shown. A portion of the library; rates above refer to the full screens.
SMILES,hERG rescue,DYRK1A inh,KCNK9 inh,PolyA inh,RGS4 pot,KCNQ1 block,GSK3 alpha inh,KCNK3 inh,KCNQ1 pot,GSK3beta inhib,RGS4 block
c1ccc(-c2csc3ncnc(NCC4COc5ccccc5O4)c23)cc1 (stereo not drawn),-11,9,i,i,i,9*,0,i,i,-8,i
CC(C)(C)NC(=O)C1CCC(CNc2c(N3CCCCC3)c(=O)c2=O)CC1 (stereo not drawn),-13,0,i,i,i,i,0,i,i,0,i
O=C(NCCc1ccccc1)C1CCN(S(=O)(=O)c2ccc(Br)s2)CC1,-6,60*,i,i,i,i,-2,i,i,0,i
CC1=NNC(=O)/C1=C\c1cn(-c2ccccc2)nc1-c1ccc(F)cc1,-15,.,i,i,i,i,.,i,i,-6,i
CCc1cc(C(=O)N2CCc3c([nH]c4ccccc34)C2c2ccc(OC)cc2F)no1 (stereo not drawn),-8,-6,i,i,i,i,0,i,i,0,i
COc1cc([N+](=O)[O-])ccc1NC(=O)CC(C)C,-11,5,i,i,i,i,-2,i,i,2,i
CCc1ccc(NS(=O)(=O)c2ccc3c(c2)CCN3C(=O)CCC(=O)O)cc1,-7,-3,i,i,i,i,-4,i,i,3,i
CCOc1[nH]n(-c2ccccc2)c(=O)c1C=Nc1ccc(Cl)cc1,-9,-4,i,i,i,i,-1,i,i,-2,i
CCCOn1nnnc1-c1ccccc1,-9,-2,i,i,i,i,-6,i,i,0,i
COc1ccc(OC)c(C(=O)c2coc3ccc(OC(C)=O)cc23)c1,-10,-6,i,i,i,i,0,i,i,-10,i
Cc1cccc(Nc2nc3c(c(=O)n(C)c(=O)n3C)n2Cc2ccccc2)c1,0,-1,i,i,i,i,.,i,i,-4,i
COc1cc(/C=N/NC(=O)c2cc(-c3ccccc3)sc2N)cc(OC)c1OC,-8,.,-7.8*,i,i,i,3,.,i,2,i
C=CCSc1nc(N)c2c(C)c(C)sc2n1,-4,4,i,i,i,i,0,i,i,1,i
CC(=O)Nc1ccc(S(=O)(=O)N2CCN(Cc3ccccc3[N+](=O)[O-])CC2)cc1,-5,-3,i,i,i,i,-2,i,i,-1,i
CCOC(=O)C1=C(N)N(c2ccccc2Oc2ccccc2)C(=O)C1,-9,1,i,i,i,i,-2,i,i,2,i
O=C(Nc1ccc(F)cc1F)c1csc(-c2ccncc2)n1,-5,52*,i,i,i,i,2,i,i,-3,i
COCCNC(=O)C(=O)NCCN1CCNCC1,-5,3,i,i,i,i,0,i,i,0,i
CC(=O)Nc1ccc(NC(=O)CSc2ccc(C(F)(F)F)cc2[N+](=O)[O-])cc1,-5,-52,i,i,i,i,3,i,i,1,i
CCOC(=O)c1c(-c2ccc(C)o2)csc1NC(=S)NC(=O)c1ccccc1Br,-10,1,i,i,i,i,-2,i,i,-1,i
COc1ccc(Nc2nc(OC)nc(OC)n2)cc1,-7,3,i,i,i,i,-1,i,i,2,i
CC(=O)Nc1ccc(S(=O)(=O)Nc2ccc3ccccc3n2)cc1,-8,-3,i,i,i,i,-2,i,i,0,i
COc1ccc(CCNC(=O)c2nnn(-c3ccc4c(c3)OCCO4)c2N)cc1OC,-11,-6,i,i,i,i,-1,i,i,-6,i
O=C(O)c1ccccc1NS(=O)(=O)c1cccc(C(F)(F)F)c1,-8,-1,i,i,i,i,-8,i,i,5,i
CCOC(=O)c1c(C#N)c(SCC(=O)Nc2ccc(OC)cc2)nc2c1CN(CC)CC2,-11,6,i,i,i,i,-3,i,i,-1,i
COc1ccc(CNC(=O)CSc2nnnn2-c2ccccc2)cc1,-7,.,i,i,i,i,-3,i,i,-1,i
CCOc1cccc(-c2nnc3sc(COc4ccc(OC)cc4)nn23)c1,-7,3,i,i,i,i,0,i,i,2,i
COc1cc(CCC(=O)Nc2c(C(=O)N3CCN(c4ccccc4OC)CC3)oc3ccccc23)on1,-12,-3,i,i,i,i,-1,i,i,0,i
Cc1nc2ccccc2c2ncccc12,1,-6,i,i,i,i,-5,i,i,1,i
CC(=O)NNC(=O)CN1C(=O)/C(=C/c2ccccc2)SC1=S,-9,-5,i,i,i,i,0,i,i,3,i
COCCNC(=O)CN(CC1CCCO1)C(=O)CCC(=O)Nc1ccccn1 (stereo not drawn),-10,-4,i,i,i,i,1,i,i,1,i
c1ccc2c(N3CCCCC3)ncnc2c1,-4,1,i,i,i,i,-5,i,i,2,i
COc1cc(/C=C(/C#N)C(=O)c2c(C)[nH]c3ccccc23)ccc1OCC#N,-12,6,i,i,i,i,0,i,i,1,i
CCN1CCN(c2cc(C)c3cc(NC(=O)c4cncc(Br)c4)ccc3n2)CC1,-10,3,i,i,i,i,2,i,i,-3,i
COCCN(CCOC)c1ncc(Cl)c(C(=O)c2c(C)cc3ccccn23)n1,-6,5,i,i,i,i,-4,i,i,2,i
Cc1nnc(SCC(=O)Nc2nccs2)n(N)c1=O,3,.,i,i,i,i,1,i,i,-28,i
CCN1CCN(Cc2cc(=O)oc3cc4c(cc23)CCC4)CC1,-25,10,i,i,i,8*,0,i,i,1,i
CCOC(=O)/C(=N/Nc1ccc(C)cc1)S(=O)(=O)c1ccc(Cl)cc1,-13,-12,i,.,-8*,i,-2,i,i,2,i
Cc1ccc(S(=O)(=O)N2CCCCC2)cc1NC(=O)CSc1ncnc2ccccc12,-13,-5,i,i,i,i,.,i,i,1,i
Cc1ccc(S(=O)(=O)NC(=O)Nc2cccc([N+](=O)[O-])c2)cc1,-10,3,i,i,i,i,-1,i,i,3,i
Cc1nn(C)c(C)c1S(=O)(=O)N1CCC(C(=O)NC2CCCCCC2)CC1,-7,-10,i,i,i,i,-3,i,i,1,i

# Molecules above with a thiophene ring, fused or not (5):
SMILES,hERG rescue,DYRK1A inh,KCNK9 inh,PolyA inh,RGS4 pot,KCNQ1 block,GSK3 alpha inh,KCNK3 inh,KCNQ1 pot,GSK3beta inhib,RGS4 block
c1ccc(-c2csc3ncnc(NCC4COc5ccccc5O4)c23)cc1 (stereo not drawn),-11,9,i,i,i,9*,0,i,i,-8,i
O=C(NCCc1ccccc1)C1CCN(S(=O)(=O)c2ccc(Br)s2)CC1,-6,60*,i,i,i,i,-2,i,i,0,i
COc1cc(/C=N/NC(=O)c2cc(-c3ccccc3)sc2N)cc(OC)c1OC,-8,.,-7.8*,i,i,i,3,.,i,2,i
C=CCSc1nc(N)c2c(C)c(C)sc2n1,-4,4,i,i,i,i,0,i,i,1,i
CCOC(=O)c1c(-c2ccc(C)o2)csc1NC(=S)NC(=O)c1ccccc1Br,-10,1,i,i,i,i,-2,i,i,-1,i

# Later entries:
SMILES,hERG rescue,DYRK1A inh,KCNK9 inh,PolyA inh,RGS4 pot,KCNQ1 block,GSK3 alpha inh,KCNK3 inh,KCNQ1 pot,GSK3beta inhib,RGS4 block
COc1ccc(CC2=CC(=O)c3ccccc3C2=O)cc1,-6,11,i,i,i,8*,-4,i,i,1,6.2*
Cc1ccc(NS(=O)(=O)c2cccc(C(=O)Nc3c(C)n(C)n(-c4ccccc4)c3=O)c2)cc1,-6,.,i,i,i,i,0,.,i,2,i
O=C(Nc1ccc(-n2cccn2)cc1)C1CCN(Cc2ccccn2)CC1,-11,-3,i,i,i,i,-1,i,i,-2,i
COc1ccc(-c2ccc(/C=N/NC(=O)Cc3nnc(N)s3)o2)cc1Cl,-8,.,i,i,i,i,-1,i,i,2,i
CCSc1nnc(NC(=O)CCNS(=O)(=O)c2cc(Br)cnc2N)s1,-4,4,i,i,i,i,0,i,i,2,i
CCOc1ccc(C(=O)NCC2CCCO2)cc1OCC (stereo not drawn),-12,4,i,i,i,i,0,i,i,0,i
CC(C)NS(=O)(=O)c1ccc(CCC(=O)NCc2ccncc2)cc1,-3,-5,i,i,i,i,-2,i,i,2,i
CC(C)C1Cc2nc(Cl)c(C#N)cc2CO1 (stereo not drawn),-3,-2,i,i,i,i,-2,i,i,3,i
COc1ccc(OC)c(CNC(=O)CCC(=O)N2Cc3ccccc3Oc3ncccc32)c1,-4,3,i,i,i,i,-3,i,i,-1,i
CC1(C)C2CCC1(CS(=O)(=O)Nc1ccc(S(=O)(=O)NC3CCCCC3)cc1)C(=O)C2 (stereo not drawn),-7,1,i,i,i,i,.,i,i,0,i
Cc1ccc(Cc2c(C)nc3nc(SCC(=O)NCCN4CCOCC4)nn3c2C)cc1,-9,-6,i,i,i,i,-3,i,i,-1,i
O=C(Oc1ccc([N+](=O)[O-])cc1)c1cccnc1,-6,3,i,i,i,i,0,i,i,5,i
O=C(Nc1ccc2c(c1)Cc1ccccc1-2)c1ccncc1,-1,-4,i,i,i,i,-3,i,i,-16,i
Cc1cc(C)cc(-n2nnnc2SCC(=O)Nc2nc(-c3ccc(Cl)cc3)cs2)c1,-10,1,i,i,i,i,-3,i,i,-3,i
CCC(=O)Nc1nnc(SCC(=O)N2c3ccccc3CC2C)s1 (stereo not drawn),-9,2,i,i,i,i,0,i,i,2,i
CCOC(=O)COc1c(OC)cc(Cl)cc1C1Nc2ccccc2C(=O)N1c1cccc(C)c1 (stereo not drawn),-12,9,-9.1*,i,i,i,0,-9.7*,i,2,i
C[C@H](NC(=O)[C@@H]1Cc2ccccc2CN1C(=O)OC(C)(C)C)C(=O)NC1CCCC1,-6,.,i,i,i,i,-1,i,i,0,i
O=C(Oc1ccc(-c2csnn2)cc1)c1cccs1,-10,.,i,i,i,i,-3,i,i,1,i
C=CCN(c1ccccc1)S(=O)(=O)c1cccc(C(=O)Nc2ccncc2)c1,-17,14,i,i,i,i,.,i,i,-5,i
Cc1cccc(N2CCN(C(=O)CCC(=O)N3CC(C)Oc4ccccc43)CC2)c1C (stereo not drawn),-18,-6,i,i,i,i,2,i,i,0,i
S=C(NCCCN1CCOCC1)Nc1ccc(Cl)cc1,-7,-1,i,i,i,i,2,i,i,-1,i
CN(CC(=O)Nc1ccc(F)c(F)c1F)c1ncnc2sccc12,-3,5,i,i,i,i,-3,i,i,-6,i
